ALOX12 inh – ALOX12 (human) lipoxygenase inhibition. P18054. purified 12hLO, xylenol orange hydroperoxide absorbance. Potency, µM (doses to about 108 µM), inactives show at the highest dose activity change, negative = inhibition, hits mostly inhibitors. 580,000 compounds, 1.1% hits. AID 1671190; active means well fitted inhibition curve with a large enough effect; inconclusive means small, poorly fitted or top-dose-only effect, or another doubt; inactive means no such curve, though single readings can be large or run the other way
Target sequence (P18054 whole entry, looked up): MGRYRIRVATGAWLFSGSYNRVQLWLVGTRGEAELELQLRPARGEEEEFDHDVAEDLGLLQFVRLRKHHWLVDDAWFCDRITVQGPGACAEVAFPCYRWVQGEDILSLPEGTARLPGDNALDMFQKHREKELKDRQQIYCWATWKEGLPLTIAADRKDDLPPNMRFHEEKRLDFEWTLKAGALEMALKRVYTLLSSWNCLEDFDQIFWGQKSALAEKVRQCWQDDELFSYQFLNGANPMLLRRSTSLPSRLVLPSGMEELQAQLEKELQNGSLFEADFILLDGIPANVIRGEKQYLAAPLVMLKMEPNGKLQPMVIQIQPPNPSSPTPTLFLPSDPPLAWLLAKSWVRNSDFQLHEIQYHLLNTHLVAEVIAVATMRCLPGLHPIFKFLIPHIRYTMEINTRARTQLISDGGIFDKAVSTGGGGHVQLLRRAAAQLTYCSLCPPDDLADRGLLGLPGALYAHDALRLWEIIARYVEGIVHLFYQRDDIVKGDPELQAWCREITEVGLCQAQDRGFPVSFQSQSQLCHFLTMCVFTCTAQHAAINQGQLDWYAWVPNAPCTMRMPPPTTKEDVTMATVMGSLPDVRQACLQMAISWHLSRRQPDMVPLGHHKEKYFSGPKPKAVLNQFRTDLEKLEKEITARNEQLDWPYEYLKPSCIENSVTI
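Hydroperoxide product was detected by ferrous iron/xylenol orange as the 573 to 405 nm absorbance ratio. Arachidonic acid at 40 uM (final) was turned over for 30 min at room temperature by 150 nM human 12hLO, pH 7.0 Hepes buffer, after 15 min compound preincubation.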
Starred values were filed as active, the others as inactive; ? = inconclusive; [ ] = dose if it differs, or a comment. On the % scale 0 is the no-effect control and ±100 the full control effect; potency means the concentration at half of the fitted maximal effect.

SMILES	ALOX12 inh
O=C(N[C@@H]1C[C@H](Cn2cc(C3CC3)nn2)[C@@H](O)[C@H]1O)C1CCOCC1	62.8%[activator][176 µM]
COc1ccc(CCC(=O)N2CCC[C@H]2c2nc(-c3ccc(OC)cc3)no2)cc1	-26.9%
Cc1ccc(NC(=O)N2CCC(CCNC(=O)c3sccc3C)CC2)cc1	-0.1%
O=[S+]([O-])(c1ccccc1)N1CC2(CCCCN2Cc2cccnc2)Cc2ccccc21 (configuration not stated)	2.4%[6.33 µM]
O=C(N[C@H](Cc1ccccc1)C(=O)N1CCN(c2ncccn2)CC1)[C@H]1O[C@@H](n2ccc(=O)[nH]c2=O)[C@H](O)[C@@H]1O	-4.9%
Cc1ccc(C(=O)N(C)C2CCCc3ccccc32)cc1 (configuration not stated)	?
COc1ccc(C2Cn3nnc(-c4noc(Cc5ccccc5C)n4)c3CO2)cc1 (configuration not stated)	-0.3%
c1ccc(CC2CCOC3(CCN(Cc4ccncc4)CC3)C2)cc1 (configuration not stated)	60.9%[activator]
CN(Cc1cccc(OC(F)(F)F)c1)Cc1ccccc1C(F)(F)F	48.9%[activator]
Cc1ccc(CNC(=O)CC2Sc3ncccc3N(C)C2=O)cc1 (configuration not stated)	4.6%
O=C(c1ccccc1F)N1CCC2(CC1)NC(=O)N(Cc1ccc(F)cc1)C2=O	29.0%
COCCN1C(=O)CCc2cc(NC(=O)c3ccc(C)cc3C)ccc21	53.4%[activator]
O=C1CC2(CCN(Cc3cccc(O)c3)CC2)CN1Cc1ccc(F)c(F)c1	60.0%[activator]
CCN1CCC(N2CCCC(N3CCN(c4cccc(Cl)c4)CC3)C2)CC1 (configuration not stated)	21.6%
CN(C)c1ncc2c(n1)C(C)(C(=O)Nc1ccccc1F)CCC2 (configuration not stated)	-23.9%[176 µM]
COc1ccc(NC(=O)NC[C@H]2O[C@@H]3C[C@@H](CC(=O)N4CCC(F)(F)C4)O[C@@H]3[C@@H]2O)cc1	49.6%[activator]
COc1ccccc1OCC(=O)c1ccc2c(c1)N(CCCC(=O)N1CCOCC1)C(=O)CO2	6.3%
O=C(NC1CC1)C1CN(Cc2ccccc2)C(=O)N1 (configuration not stated)	57.0%[activator][176 µM]
CN(Cc1cncs1)Cc1ccccc1C(F)(F)F	50.9%[176 µM]
Cc1ccc(CN2CCC3(CC2)CNc2ccccc2[S+](=O)([O-])N3)cc1	?

Reprinted from above, 6 compounds:
SMILES	ALOX12 inh
COCCN1C(=O)CCc2cc(NC(=O)c3ccc(C)cc3C)ccc21	53.4%[activator]
O=C1CC2(CCN(Cc3cccc(O)c3)CC2)CN1Cc1ccc(F)c(F)c1	60.0%[activator]
CCN1CCC(N2CCCC(N3CCN(c4cccc(Cl)c4)CC3)C2)CC1 (configuration not stated)	21.6%
CN(C)c1ncc2c(n1)C(C)(C(=O)Nc1ccccc1F)CCC2 (configuration not stated)	-23.9%[176 µM]
COc1ccc(NC(=O)NC[C@H]2O[C@@H]3C[C@@H](CC(=O)N4CCC(F)(F)C4)O[C@@H]3[C@@H]2O)cc1	49.6%[activator]
COc1ccccc1OCC(=O)c1ccc2c(c1)N(CCCC(=O)N1CCOCC1)C(=O)CO2	6.3%

Further compounds.
SMILES	ALOX12 inh
CCOc1cc(=O)n2c(c1C(=O)Nc1cccc(OC)c1)CCCC2	14.7%
COc1ccc(C(=O)N2CC[C@@](O)(C3CCOCC3)[C@H](C)C2)o1	7.7%
COc1ccc2c([N+](=O)[O-])c(-c3ccccc3)[nH]c2c1	?
COc1ccc2[nH]cc(CCNC(=O)CC3=C4CCCCC4N(C)C3=O)c2c1 (configuration not stated)	36.6%[activator]
COc1ccc(-c2nc(-c3ccccc3)nc3c2CN(C(=O)Cc2cccc(Cl)c2)CC3)cc1	-21.7%
Cn1ccc2c(C(=O)NCc3cccnc3)nc(-c3ccccc3C(F)(F)F)cc21	12.6%[176 µM]
CC(C)c1ccc(CN2CCCC3(CCN(C(=O)c4ccsc4)C3)C2)cc1 (configuration not stated)	20.3%
O=C(c1ccco1)N1CC2CC(C1)[C@H]1CCCC(=O)N1C2 (some centres not stated)	5.2%
CC1CCN(C(=O)c2ccc(CN3C(=O)NC4(CCS(=O)(=O)CC4)C3=O)cc2)CC1	20.1%
Cc1ccc2c(C(=O)O)cc(NC(=O)C(C)C)cc2n1	?
CCN(Cc1ccncc1)C(=O)c1cc(-c2cnc(C)nc2)nc2c(C)cccc12	29.4%
COc1ccc2nc3n(c2c1)[C@@H](CNCc1ccc(S(C)(=O)=O)cc1)COC3	21.2%[176 µM]
CCCc1cc(C(=O)N(C)CCOc2ccccc2CC)n(C)n1	25.4%
Cc1nc(NCCN2CCOC2=O)c2sccc2n1	?
O=C(CCC1CCN(c2cc(NC3CC3)ncn2)CC1)NCc1ccccc1Cl	52.1%[activator]
COCCn1c(CN2C(=O)CCc3ccccc32)nnc1C1CC(N)C1 (configuration not stated)	35.4%[activator]
Cc1ccc(C(=O)N2CCCN(S(C)(=O)=O)C(c3ccccc3)CC(=O)NCC2)cn1 (configuration not stated)	47.3%[activator]
COc1ccc2ccccc2c1CNC1CCN(c2ccc(C(=O)N3CCOCC3)cc2)CC1	16.4%
CC(C)c1ccc(CC(=O)N2CCCc3ncc(C(=O)NCCN4CCCC4)cc32)cc1	43.8%[activator][176 µM]
N#Cc1ccc(C(=O)NCC(=O)N2CCCCCCNC(=O)CC2c2ccccc2)cc1 (configuration not stated)	40.8%[activator]
O=C(c1ccncc1)N1CCC(N2C(=O)C(OCC3CC3)C23CCOCC3)CC1 (configuration not stated)	26.0%
COC(=O)[C@@H](C)NC(=O)[C@H]1CN(C(=O)c2ccc(N(C)C)cc2)CCN1S(C)(=O)=O	20.7%
Cc1c(F)cccc1NC(=O)N1CCC(N2CC3CC(C2)[C@H]2CCCC(=O)N2C3)CC1 (some centres not stated)	17.6%
Cc1nc2ccc(C(=O)N3CCCC(C)(Cc4ccc5c(c4)OCO5)C3)cc2o1 (configuration not stated)	-25.8%
CN1CCC2(CC1)Cc1ccccc1CN(C(=O)c1cccc(Cl)c1)C2	2.6%[6.33 µM]
CCn1cc(C(=O)N2C[C@@H](COC)[C@H](c3ccccn3)C2)cn1	45.4%
O=C(NCc1ccccc1)[C@@H]1CCCN1C(=O)[C@H]1CCCN1C(=O)c1ccc(Cl)c(Cl)c1	1.2%
OCC1(Cc2ccc(Cl)cc2)CCNCC1	-17.8%
COc1ccc(C(=O)N2CCCn3cc(-c4ccccc4F)nc32)cn1	35.3%[activator]
CC1=C2CCC[C@]3(C)CCOC23C=CC1=O (some centres not stated)	?
COc1ccc(C(=O)N[C@@H]2CN(Cc3ccccn3)C[C@H]2CN(C)C)cc1F	101.9%[activator]
O=C(c1ccc[nH]1)N1CCN(C(=O)c2nnn3c2COC(c2ccc(Cl)cc2)C3)CC1 (configuration not stated)	42.1%
COCc1noc([C@@H]2CN(C3CNC3)C[C@H]2C(N)=O)n1	?
Cc1oc2ccn(Cc3ccccc3F)c(=O)c2c1C(=O)NC(C)c1ccccc1 (configuration not stated)	14.2%
COc1ccc(NC(=O)N2CCc3c(C(=O)N(C)Cc4ccco4)cccc32)cc1	23.8%
COCCN1CC(CO)C2(CCN(Cc3cccc(OC)n3)CC2)C1 (configuration not stated)	76.5%[activator]
Cc1cc(F)ccc1OC1CN(Cc2cccnc2)C1	74.6%[activator][176 µM]
CCN(CC)C1CCOC2(CCN(C(=O)CCn3nc(C)cc3C)CC2)C1 (configuration not stated)	33.9%[activator]
CCOCCOC1CCN(C(=O)c2sccc2C)CC1	4.2%
Cc1ccc(-c2noc([C@@H]3C[C@H](NC(=O)CC(C)(C)CC(=O)O)CN3C)n2)cc1	11.1%[176 µM]
O=C(NCCCn1ccnn1)c1cccc(S(=O)(=O)N2CCOCC2)c1	16.0%
CCOc1ccc(NC(=O)c2ccc3c(c2)N(CC)C2CCCCCN2C3=O)cc1 (configuration not stated)	11.3%
CCCCN1C(=O)C(CC(=O)NC2CC2)Sc2ncccc21 (configuration not stated)	1.2%
COc1cccc(C(=O)N2CCC(C(=O)N3CCc4nc[nH]c4C3)CC2)c1	21.7%
O=C1NCCOCCCN(C(=O)NCc2ccc(F)cc2)[C@H]2CCCC[C@@H]12	4.4%
COc1cccc(N2C(=O)OCC23CCN(Cc2c[nH]c4ccccc24)C3)c1 (configuration not stated)	19.5%[176 µM]
CN(C)CCCOCC1(C)COc2ccc(C(=O)Nc3ccc(F)c(Cl)c3)cc2N1 (configuration not stated)	?
CC(C)N1C(=O)CO[C@H]2CN(C(=O)c3cccnc3)C[C@H]21	4.0%[176 µM]
Cc1noc([C@@H]2C[C@H](NC(=O)c3ccc(-c4ccccc4)cc3)CN2C)n1	4.6%[176 µM]
O=C(COc1ccccc1)NCc1nnc2ccc(-c3ccc(Cl)cc3)nn12	38.7%[activator]
Cc1nn(-c2ccc(C(C)C)cc2)c(C)c1[C@@H]1C=C[C@@H](NC(=S)NCC(C)C)C1	56.2µM*
Nc1ncc(C(=O)N[C@@H]2CC[C@@H](N)C2)c(-c2ccccc2)n1	-12.8%
COc1ccc(CCc2nc(NC(=O)Cn3nc4c(cc3=O)CCCCC4)n[nH]2)cc1	59.3%[activator]
COCc1nc(CCNC(=O)C2CCN(S(=O)(=O)N3CCC(C)CC3)CC2)no1	27.8%
Cc1ncoc1C(=O)N1CCOc2ccc(CN3CCC(Oc4cccnc4)CC3)cc2C1	1.9%
COCC(=O)N1CCc2oc(C)c(C(=O)N(C)C)c2C1	23.9%
CC(=O)Nc1ccc(CN2CCCC3(C2)NC(=O)c2ccccc2O3)cc1 (configuration not stated)	41.5%
CN1CCC(Oc2ccc(NC(=O)CCCc3ccccc3)cn2)CC1	-1.1%
O=C(NCCc1ccncc1)C1CN(C(=O)c2c(F)cccc2F)CC12CCOCC2 (configuration not stated)	?
CN1C[C@H](O)C[C@H]1c1nnc2n1CCN(C(=O)CC1CCCC1)CC2	-7.7%

Next part
SMILES	ALOX12 inh
CNC(=O)c1cc[nH]c1C1CCCN(C(=O)CCc2cc(OC)no2)C1 (configuration not stated)	4.2%
O=C(CC1CCCCC1)NC1CCN(c2cn[nH]c(=O)c2)CC1	37.4%[activator]
O=C(c1cnccn1)N1CCC(N2C(=O)C(OCC3CC3)C23CCOCC3)CC1 (configuration not stated)	67.8%[activator]
CN(C)c1cccc(C(=O)NC2CCN(c3cnn(C)c(=O)c3)CC2)c1	49.6%[activator]
CCOc1cccc(CN2CCC(Oc3ccc(-c4noc(C5CC5)n4)cc3)C2)c1 (configuration not stated)	5.2%
O=C(CC1CCCC1)N1CCN(Cc2ccc(=O)n(CC3CC3)c2)CC1	45.3%
O=C(NCCc1ccccn1)[C@@H]1C[C@@H](c2ccc(F)cc2)N(Cc2ccccc2)C1	-12.6%[176 µM]
Cc1noc(-c2cccc(OC3CN(C(=O)CN4C(=O)CCC4=O)C3)c2)n1	21.2%
Cc1ccc(C(=O)N2CCC3(CC2)NC(=O)N(c2ccccc2Cl)N3)cc1	?
CC(C)c1noc([C@@H]2C[C@H]3C(=O)NCCCCCCN(C(=O)CCc4ccccc4)[C@H]3C2)n1	8.2%
Cc1noc(-c2ccn3c(CNC(=O)c4ccncc4)nnc3c2)n1	40.2%[activator]
O=C(CC1CCCC1)N1CC(c2noc(COc3ccccc3)n2)C1	11.7%
Cc1cn2nc(C(=O)N3CCC(C)CC3)cc2c(N(C)Cc2ccccc2)n1	1.4%
COC(=O)c1cc2c(c3c4cc(OC)ccc4n(S(=O)(=O)c4ccc(OC)cc4)c13)C(=O)N(C1CCCCC1)C2	-22.6%
CN1CCC(NC(=O)Cc2c[nH]c3ncc(-c4ccccc4)cc23)CC1	?
CCOC(=O)CCCOc1cccn2c(=O)c(-c3cc(C)n(-c4ccccc4C)n3)c(C)nc12	44.7%[activator]
COCCN1Cc2nc(Nc3ccc(F)c(Cl)c3)ccc2OCC1=O	6.8%[176 µM]
O=C(CCC1CCN(C(=O)c2ccccc2F)CC1)Nc1ccc(N2CCOCC2)cc1	72.8%
Cc1ncsc1CN1CCC(Cc2ncc(C)n2CC2CC2)C1 (configuration not stated)	77.0%[activator]
CN(C)c1cccc(-c2nccc3c(=O)cc(N4CCOCC4)oc23)c1	-6.0%[176 µM]

Ordered by value in ALOX12 inh (largest number first): some entries from above
SMILES	ALOX12 inh
O=C(CC1CCCC1)N1CCN(Cc2ccc(=O)n(CC3CC3)c2)CC1	45.3%
O=C(CC1CCCC1)N1CC(c2noc(COc3ccccc3)n2)C1	11.7%
CNC(=O)c1cc[nH]c1C1CCCN(C(=O)CCc2cc(OC)no2)C1 (configuration not stated)	4.2%

Continuation:
SMILES	ALOX12 inh
CC(C)NC(=O)Cc1ccc(N(Cc2cccc(F)c2)C(=O)c2ccco2)cc1	-2.6%
COc1cccc(CC(=O)Nc2ccc3c(c2)CN(Cc2ccccc2Cl)C(=O)C(C)O3)c1 (configuration not stated)	?
CC(C)CN(CC1CN(C(=O)Nc2cccc(Cl)c2)CCO1)C(=O)c1ccc(F)cc1 (configuration not stated)	7.5%
CCN1C(=O)CCc2cc(NC(=O)Cc3ccc(OC)c(Cl)c3)ccc21	51.1%[activator]
Cn1cnc(S(=O)(=O)N2CCCC(Cn3cnc4cccnc43)C2)c1 (configuration not stated)	32.2%
COCCN1C(=O)CC[C@]2(C(=O)NCc3cccc(OC)c3)CCCC[C@@H]12	60.1%[activator]
Cc1ccc2c(n1)N(C)[C@H](CO)CCN(Cc1ccccc1C)C2	-2.7%[176 µM]
CN1CCC2(CCC1=O)CN(C(=O)c1nn(C)c3c1CCCC3)CCN2C (configuration not stated)	32.0%[activator]
O=C(NC1CCN(c2cc(-c3ccc(F)cc3)[nH]n2)CC1)c1ccc(F)cc1F	12.0%
CN(C)C(=O)c1nc(-c2ccc(Cl)nc2)c2cnccn12	2.8%[12.5 µM]

Grouped by structure, those above with a COOH group (two)
SMILES	ALOX12 inh
Cc1ccc2c(C(=O)O)cc(NC(=O)C(C)C)cc2n1	?
Cc1ccc(-c2noc([C@@H]3C[C@H](NC(=O)CC(C)(C)CC(=O)O)CN3C)n2)cc1	11.1%[176 µM]

Only part of the results is shown. The share of hits here may be higher or lower than overall.
